Screening results from PubChem.
CHRM5 PAM = potentiates acetylcholine response at human M5 receptor | 360,000 tested, 0.3% active | P08912 | CHO-K1 hM5, Fluo-8 calcium, ACh EC20 PAM; 0% = ACh EC20, 100% = ACh EC100 | AID 624038 | activation, % at 3 µM;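 active = activation above the run cutoff, the mean activation of all test compounds plus 3 SD, cut at about 18% in these data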
Target sequence (P08912 whole entry, looked up): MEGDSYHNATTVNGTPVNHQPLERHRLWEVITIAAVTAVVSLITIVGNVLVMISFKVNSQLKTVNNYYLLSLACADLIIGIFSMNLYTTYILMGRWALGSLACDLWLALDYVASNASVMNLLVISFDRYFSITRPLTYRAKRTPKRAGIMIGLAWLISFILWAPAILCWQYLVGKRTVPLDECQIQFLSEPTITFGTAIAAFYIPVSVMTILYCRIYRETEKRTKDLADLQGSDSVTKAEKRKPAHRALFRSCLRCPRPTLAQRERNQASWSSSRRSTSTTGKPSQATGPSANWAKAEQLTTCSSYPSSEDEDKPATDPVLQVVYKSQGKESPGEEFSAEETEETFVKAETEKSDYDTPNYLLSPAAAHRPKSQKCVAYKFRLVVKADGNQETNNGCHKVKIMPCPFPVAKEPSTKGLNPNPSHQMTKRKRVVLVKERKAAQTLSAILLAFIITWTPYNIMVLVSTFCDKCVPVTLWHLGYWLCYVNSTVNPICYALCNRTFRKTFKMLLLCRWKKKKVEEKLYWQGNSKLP
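Replicates: One well per compound, no replicates | System: Human M5 receptor in CHO-K1 cells | Benchmarks: Low control EC20 acetylcholine (0%), high control EC100 acetylcholine (100%) | Probe or stimulus: Acetylcholine, EC20 level | Times: Fluo-8 loading 80 min at 37 °C plus 30 min room temperature | Signal: Intracellular calcium via Fluo-8 fluorescence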
CHRM4 agonist = CHRM4 agonism in calcium assay. AID 624127. P08173. CHO-K1 hM4/Gqi5, Fluo-8 calcium fluorescence; vehicle 0%, full acetylcholine response 100%. 360,000 tested, 0.14% active. activation, % at 3 µM;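 active = activation above the run mean over all test wells plus 3 SD, cut at about 32% in these data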;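 also: peak over basal fluorescence ratio per well then scaled between controls; 0% = DMSO wells and 100% = acetylcholine at EC100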
CHRM5 antagonist = antagonists of human muscarinic M5 receptor (CHRM5) | AID 624040 | inhibition, % at 3 µM | CHO-hM5 cells, Fluo-8 calcium fluorescence, ACh EC80 | 360,000 tested, 0.59% active;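 active = inhibition above a per-plate cutoff, the mean of that plate's test compounds plus 3 SD, cut at about 27% in these data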;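 also: 0% = acetylcholine EC80 with DMSO and 100% = DMSO without agonist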
M5 ag = agonists of human muscarinic M5 receptor (CHRM5). P08912. AID 624037. 360,000 tested, 0.19% active. activation, % at 3 µM. CHO-K1 hM5 cells, Fluo-8 calcium fluorescence; 0% DMSO wells, 100% maximal acetylcholine response;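 active = activation above the run's mean over test compounds plus 3 SD, cut at about 23% in these data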;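 also: signal is peak over basal fluorescence ratio across the kinetic read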
M1 PAM = positive allosteric modulators of human M1 muscarinic receptor; 360,000 tested, 0.088% active; P11229; AID 588819; CHO-K1 hM1, Fluo-8 calcium fluorescence, ACh EC20; 0% = ACh EC20, 100% = maximal ACh; activation, % at 3 µM; in the data active = activation above about 19%, passing the limit was not always enough
M4 PAM = CHRM4 positive allosteric modulation. P08173. AID 624126. CHO-K1 hM4/Gqi5, Fluo-8 calcium fluorescence, ACh EC20; 0% = ACh EC20, 100% = maximal ACh. 360,000 tested, 0.4% active. activation, % at 3 µM;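 active = activation above its plate's cutoff, the mean activation of sample wells plus 3 SD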; also: some results filed as inactive read as strong as hits
CRFBP-R2 agonist = CRF-BP/CRF-R2 complex agonism | HEK293 CRF-R2/CRF-BP, calcium dye fluorescence (FLIPR); percent of saturating CRF peptide response | activation, % at 13.2 µM | 350,000 tested, 0.46% active;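 active = activation of at least 50%, plus an integration ratio under a set limit after plate pattern correction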;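 also: plate controls were neutral control wells without compound for no effect and CRF at EC100 for full effect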
M4 antag = antagonists of human muscarinic M4 receptor (CHRM4); P08173; AID 624125; 360,000 tested, 0.73% active; CHO-hM4 cells, ACh EC80, Fluo-8 calcium fluorescence; inhibition, % at 3 µM;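 active = inhibition above its plate's cutoff, the mean inhibition of sample wells plus 3 SD, cut at about 27% in these data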;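 also: 0% = acetylcholine EC80 with DMSO and 100% = DMSO without agonist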
CHRM1 antagonist = human CHRM1 antagonism | CHO-K1 hM1, Fluo-8 calcium fluorescence, ACh EC80 antagonist | inhibition, % at 3 µM | 360,000 tested, 1.3% active | AID 588852;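 active = percent inhibition above its own plate's cutoff, namely the mean of that plate's compound wells plus 3 SD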;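 also: peak over basal fluorescence ratio during 140 s after agonist addition; 0% = ACh EC80 plus DMSO and 100% = DMSO alone without agonist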
Numbers without * were called inactive; · = no result given.

compound,CHRM5 PAM,CHRM4 agonist,CHRM5 antagonist,M5 ag,M1 PAM,M4 PAM,CRFBP-R2 agonist,M4 antag,CHRM1 antagonist
COC(=O)c1c(NC(=O)C(C)C)sc(C(=O)N2CCOCC2)c1C,-5,0,12,-2,1,2,0.5,1,1
O=C(Nc1ccnn1C1CCN(Cc2ccc(CO)o2)CC1)c1ccccc1,2,1,-3,-4,13,6,0.9,-6,-14
CC1CCN(c2ccc(NC(=S)NC(=O)c3ccc(-c4cccc([N+](=O)[O-])c4)o3)cc2)CC1,5,0,2,1,6,10,-1.2,5,-4
NC(=O)CC[C@H](NC(=O)c1ccc(Cl)cc1)C(=O)NNC(=O)COc1cccc(Br)c1,-5,0,26,-1,-2,-2,-1.3,6,5
COc1ccc(N2CCN(c3ncnc4scc(-c5ccc(F)cc5)c34)CC2)cc1,-7,0,1,-4,4,-4,-1.2,-7,4
O=C(N/N=C\c1c(O)ccc2ccccc12)c1ccc(O)cc1,2,3,7,2,19,-5,3.5,-5,-25
Cc1c(Cl)cccc1NC(=O)CC(NCCN1CCOCC1)C(=O)O (centres undefined),7,0,6,0,6,3,-1.8,3,-7
CC(C)NC1=C(Cl)C(=O)c2ccccc2C1=O,0,0,2,1,8,6,1.0,-8,-5
CCOC(=O)c1nnc2ccnn2c1N,-2,2,6,3,-2,-2,-0.9,-1,-3
CCn1cc(CN2CCC(n3nccc3NC(=O)CCc3ccccc3)CC2)cn1,0,0,-7,-3,0,0,1.0,-9,2
CCOC(=O)O[C@]1(C(=O)COC(=O)CC)CC[C@H]2[C@@H]3CCC4=CC(=O)C=C[C@]4(C)[C@H]3[C@@H](O)C[C@@]21C,0,1,-3,0,-4,-2,2.6,1,-32
CCOC(=O)c1c(C)[nH]c(C(=O)Cn2c(=O)oc3ccccc32)c1C,-2,3,-4,0,6,4,0.9,0,-28
O=C(O)c1ccc(C(=O)c2cc([N+](=O)[O-])cc([N+](=O)[O-])c2)cc1,-2,1,5,5,2,0,-0.5,-8,-1
Fc1ccc(Sc2nc(-c3ccccc3)nnc2C(F)(F)F)cc1,4,0,-3,1,-1,-2,3.0,0,-7
CCCCCn1c(=O)[nH]c2cc(C(=O)NCCCN(C)Cc3ccccc3)ccc2c1=O,1,4,-7,-1,-13,-15,3.6,6,20
CC(C)(C)[C@H]1COC(=O)[C@@H](Cc2ccc(F)cc2)CC/C=C/C[C@@H](CC(=O)N[C@H](CO)Cc2ccccc2)C(=O)N1,3,4,6,1,-5,-7,18,9,7
Cc1cc(NC(=O)c2ccc(-c3ccccc3F)o2)no1,-1,0,8,-2,8,-4,0.1,7,-3
CC(=O)Nc1cc(-c2cccc(C(=O)N(C)C)c2)cn2c(-c3cccc(C(F)(F)F)c3)cnc12,-7,12,8,2,-8,-14,·,2,9
CCOC(=O)c1nnn(CC(=O)NC(=O)Nc2ccccc2)c1C(=O)OCC,2,1,-3,3,3,-6,0.5,-1,-4
COc1ccc(CCC(=O)Nc2ccccc2C(F)(F)F)cc1,0,0,6,-4,0,-1,-2.2,-5,7
Cc1ccc(NS(=O)(=O)c2cn(C)c(=O)n(C)c2=O)c(C)c1,-4,1,-1,-3,3,1,-0.7,-9,-13
Cc1c(NC(=O)c2nn3c(C(F)(F)F)cc(-c4ccccc4)nc3c2Br)c(=O)n(-c2ccccc2)n1C,-10,2,8,-2,1,-8,-1.4,-1,-6
O=C(COc1ccccc1)N1CCNC1=O,6,0,-8,-4,4,3,-0.8,-9,-6
N#C/C(=C\c1ccc([N+](=O)[O-])cc1)c1ccccn1,4,0,7,-3,-2,-7,-0.1,4,3
Clc1ccccc1CNc1nc2ccccc2n2cnnc12,4,1,8,-1,12,18,-1.1,11,-18
O=C(COC(=O)c1cnccn1)Nc1cccc2ccccc12,0,0,9,4,2,-9,-1.4,8,9
CN(C)C(CNC(=O)c1ccccc1C(F)(F)F)c1ccco1 (centres undefined),5,3,-11,-6,7,2,2.2,-17,-1
CC1CCC2(CC1)SCC(=O)N2c1ccccc1 (centres undefined),5,0,-4,-4,5,7,-2.4,1,-23
OCCn1nc2c3ccccc3nc-2n(-c2ccccc2)c1=S,2,0,-2,-2,-1,11,-1.5,-3,-1
COc1ccc(C(CCN)Cc2ccccc2)cc1 (centres undefined),7,5,-11,-6,-7,6,0.9,3,-1
CCOc1ccc(C2=NNC(c3cccs3)=Nc3ccc(OC)cc32)cc1,5,1,4,-8,3,-3,0.3,2,7
Cc1cc(C)c2[nH]c(=O)c(C(c3nnnn3CC3CCCO3)N3CCC(C)CC3)cc2c1 (centres undefined),7,0,-4,2,-4,-1,0.7,3,5
CC(C)C[C@H](NC(=O)c1nc[nH]c1C(=O)N[C@@H](CCCCNC(=O)OC(C)(C)C)C(=O)OC(C)(C)C)C(=O)OC(C)(C)C,6,0,-15,3,7,7,3.3,-12,0
O=C(N/N=C\c1ccc(OC(=O)c2ccco2)cc1)c1ccc(Cl)cc1,2,1,2,-2,8,-7,-0.5,2,-5
O=C(NCCCCc1ccccc1)NC[C@@H]1CC[C@@H](Cc2ccc(-c3ccccc3)cc2)O1,3,2,1,0,-3,-2,13,2,7
COCCCN(C(=S)NC(=O)C(C)(C)C)c1c(N)n(Cc2ccccc2)c(=O)[nH]c1=O,-2,0,7,0,10,-15,-1.8,12,-13
O=C(Nc1ccccc1Cl)c1ccc(-n2cccn2)c([N+](=O)[O-])c1,3,2,-20,-3,6,3,-1.4,19,-12
CC(CNC(=O)c1ccccc1Cl)c1ccccc1 (centres undefined),6,2,2,1,10,0,2.0,6,-18
C=CCN1C(=O)C(Cc2cccc(C)c2)SC1=Nc1ccc(C(=O)O)cc1 (centres undefined),2,2,-9,0,4,8,-4.8,7,-5
COC(=O)c1c(NC(=O)C2CC2)sc(C(=O)Nc2ccccc2)c1C,-1,1,4,-3,8,1,-0.7,-7,-4
C/C=C/c1ccc(OCC(=O)O)c(OC)c1,5,1,-1,5,12,2,-0.3,1,-14
COc1ccccc1C(C(=O)c1ccccc1)c1ccc2ccccc2c1 (centres undefined),-9,1,3,0,·,-1,·,-5,·
O=C(CN1CCN(c2ccc(F)cc2)CC1)N(C1CCCC1)C1CCS(=O)(=O)C1 (centres undefined),6,3,7,0,7,0,-0.5,9,0
O=C(Cc1ccc([N+](=O)[O-])cc1)Nc1ccc(O)cc1C(=O)O,3,-1,-3,-1,1,6,1.1,1,-4
Cc1c(C(=O)Nc2ccccc2)sc2nc3n(c(=O)c12)CCCCC3,-5,3,11,4,3,-3,-0.6,-1,-3
CCOc1nc(Nc2ccc(OC)cc2OC)nc(OCC)n1,-1,-1,18,0,5,1,-1.1,8,-4
COc1ccc(-c2cc(C(=O)N3CCCc4ccccc43)no2)cc1OC,-4,1,-6,-3,0,-2,-1.6,0,1
COc1ccc(C2=NOC(COc3ccc([N+](=O)[O-])cc3)C2)cc1 (centres undefined),2,0,-1,-2,4,-11,1.9,-4,-11
CC(C)C[C@H]1CN=C(Nc2ccccc2)N1CCCCc1ccccc1,-14,7,9,-6,-12,-5,0.2,15,12
COc1ccc(C(CNC(=O)c2ccc(OCc3csc(C)n3)cc2)N2CCCC2)cc1 (centres undefined),-6,2,4,-2,-7,-2,-1.7,-12,1
CC(C)CC1OC(C(C)C)Cc2[nH]c(=S)[nH]c(=O)c21 (centres undefined),-2,0,3,2,·,7,·,4,·
Fc1ccc(CNc2ccccn2)cc1,8,0,0,-8,0,2,1.3,6,-5
O=C(Nc1cc(C(F)(F)F)ccc1N1CCOCC1)c1n[nH]c(=O)c2ccccc12,4,1,-10,1,12,-7,-0.3,8,-9
O=C(NN=C1CCCC1)c1ccc(Br)cc1,3,2,6,-2,7,7,-0.1,-6,-19
Cc1ccc2cccc(O)c2[n+]1[O-],7,0,-7,-3,3,16,-1.4,-12,6
Cc1nc2ccc(Cl)cn2c1[N+](=O)[O-],-2,1,1,0,9,6,-0.7,-7,-15
CN1CCN(C(=S)c2ccc(-c3cccc([N+](=O)[O-])c3)o2)CC1,-12,14,7,-1,0,-14,0.7,-5,5
CCOC(=O)C1CCN(CCC(=O)Nc2ccc(C)cc2)CC1,9,3,-1,1,-2,7,3.5,4,11
CC(C)(C)c1ccc(OCC(=O)NCC(c2cccs2)N2CCOCC2)cc1 (centres undefined),-14,10,2,0,-1,-7,1.4,4,2
CCc1nc2c(OCC(=O)C(C)(C)C)cccn2c1N(C=O)CC(=O)N(C)C,3,0,-2,0,7,0,·,2,-6
COc1cc(OC)cc(-c2c(C#Cc3ccsc3)c3cc(-c4ccc(OC)nc4)ccc3n2C)c1,5,0,7,3,17,7,-0.6,5,-3
